proKLK7 act: proKLK7 (human) activation, primary screen; activation, % at 7 µM; purified proKLK7, EDANS-DABCYL substrate fluorescence; 100% is mature enzyme control, 0% vehicle; 370,000 compounds, 0.9% hits; P49862;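 active = activation above the mean of all tested compounds plus 3 SD, computed per campaign excluding outliers beyond control limits, cut at about 13% in these data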
ARFGAP1 inhibitor: inhibits rat ARF GTPase activating protein 1 | Q62848 | Arfgap1-stimulated ARF1 GTP hydrolysis, GDP FP detection | inhibition, % at 16.5 µM | 360,000 compounds, 0.26% hits | AID 651572;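 active = inhibition above a per-plate limit, mean inhibition of low control wells plus 3 SD, cut at about 25% in these data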;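 note: 0% = DMSO wells with enzyme and 100% = wells lacking Arfgap1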
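Assay system: purified rat His6-Arfgap1 residues 1-136 (GAP domain); Reagent: human Δ17 ARF1 bound to GTP; Dosing: 16.5 µM single point, 1.26% DMSO; Times: GTP hydrolysis reaction 2 h at 25 °C; Signal: FP, GDP Alexa 633 tracer displaced from anti-GDP antibody, 620/688 nm; Measure: % inhibition from polarization.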
HGIII-sPLA2 inh: Inhibits HGIII-sPLA2 liposome hydrolysis, primary screen | Q9NZ20 | QFRET BODIPY PC-A2 liposome hydrolysis, fluorescence | inhibition, % at 12.2 µM | 370,000 compounds, 0.56% hits;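 active = inhibition above mean plus 3 SD of compounds lying within the high and low control bounds, cut at about 19% in these data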;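 note: 0% = median of test compound wells and 100% = no enzyme DMSO wells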
UHRF1 binding: blocks human UHRF1 binding to methylated DNA; Q96T88; UHRF1 binding to methylated oligo, TR-FRET; inhibition, % at 4.4 µM; 370,000 compounds, 0.75% hits; AID 687016; in the data active = inhibition above about 21%;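 note: UHRF1 SRA domain binding a hemimethylated CpG hairpin DNA probe; 0% = median of test compound wells and 100% = reference inhibitor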
PLCg1 inh: blocks human PLC-gamma1 enzyme activity | purified PLC-gamma1, fluorogenic substrate, fluorescence | inhibition, % at 12.2 µM | 370,000 compounds, 0.84% hits | AID 720700; in the data active = inhibition above about 9.5%
PLCb3 inh: inhibitors of human phospholipase C beta3. Q01970. Purified PLC-beta3, fluorogenic substrate, fluorescence. inhibition, % at 12.2 µM. 370,000 compounds, 0.18% hits; in the data active = inhibition above about 11%;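 note: 0% = median of compound wells on plate and 100% = full blocker control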
Target sequence (Q01970 whole entry, looked up): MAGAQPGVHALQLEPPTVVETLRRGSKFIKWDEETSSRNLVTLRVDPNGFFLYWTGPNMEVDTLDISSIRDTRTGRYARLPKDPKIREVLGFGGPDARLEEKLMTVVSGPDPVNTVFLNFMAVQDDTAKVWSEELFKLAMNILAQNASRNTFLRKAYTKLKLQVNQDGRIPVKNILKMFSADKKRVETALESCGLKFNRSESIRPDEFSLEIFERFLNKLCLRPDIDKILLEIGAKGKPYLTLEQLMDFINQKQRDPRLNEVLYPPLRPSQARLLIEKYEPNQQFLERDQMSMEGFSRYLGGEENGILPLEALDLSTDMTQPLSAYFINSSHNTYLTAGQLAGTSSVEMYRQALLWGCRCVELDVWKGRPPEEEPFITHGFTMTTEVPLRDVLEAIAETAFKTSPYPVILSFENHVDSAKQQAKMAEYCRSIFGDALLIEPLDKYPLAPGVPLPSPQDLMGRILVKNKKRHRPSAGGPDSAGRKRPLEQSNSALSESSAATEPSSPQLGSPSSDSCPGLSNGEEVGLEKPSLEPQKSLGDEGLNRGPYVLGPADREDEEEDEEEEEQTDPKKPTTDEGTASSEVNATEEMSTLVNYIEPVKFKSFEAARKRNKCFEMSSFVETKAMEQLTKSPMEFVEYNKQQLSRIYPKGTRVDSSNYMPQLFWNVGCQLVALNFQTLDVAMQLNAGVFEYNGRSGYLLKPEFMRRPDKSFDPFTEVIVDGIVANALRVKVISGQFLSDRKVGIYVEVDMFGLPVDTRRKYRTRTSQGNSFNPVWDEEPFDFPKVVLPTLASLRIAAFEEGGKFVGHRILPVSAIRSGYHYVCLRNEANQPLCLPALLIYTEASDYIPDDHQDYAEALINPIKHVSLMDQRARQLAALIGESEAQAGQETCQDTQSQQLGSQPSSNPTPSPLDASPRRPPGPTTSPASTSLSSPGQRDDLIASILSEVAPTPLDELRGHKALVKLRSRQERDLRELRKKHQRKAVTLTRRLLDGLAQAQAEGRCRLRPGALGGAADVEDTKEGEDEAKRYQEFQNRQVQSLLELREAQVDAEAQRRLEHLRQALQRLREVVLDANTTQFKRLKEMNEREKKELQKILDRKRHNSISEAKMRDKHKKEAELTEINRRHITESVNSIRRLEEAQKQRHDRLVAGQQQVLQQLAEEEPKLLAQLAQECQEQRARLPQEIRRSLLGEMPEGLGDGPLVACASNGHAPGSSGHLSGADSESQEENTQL
ASAP1 inh: blocks human ASAP1-stimulated Arf1 GTP hydrolysis. inhibition, % at 16.5 µM. GDP FP detection. 360,000 compounds, 0.19% hits; in the data active = inhibition above about 25%;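 note: 0% = vehicle with enzyme and substrate and 100% = no enzyme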
DDE Tn6 FP inh: DD(E)-Tn6 binding inhibition, primary FP screen; P02675; Fibrin DD(E) TRITC-Tn6 fluorescence polarization displacement; inhibition, % at 8.3 µM; 370,000 compounds, 0.21% hits; AID 720509;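 active = inhibition above a per-campaign cutoff: mean of compounds within control limits plus 3 SD, cut at about 15% in these data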;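 note: 0% = median of all compound wells on the plate and 100% = blocking peptide control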
Rev-erbA mod: modulators of human Rev-erb alpha DNA binding. 370,000 compounds, 0.79% hits. AID 1259318. Rev-erbα–FITC-DNA binding, fluorescence polarization, 90 min. activity, % at 10 µM. P20393;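 active = activity above about 14%, limit read from the data; passing the limit was not always enough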;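 note: 0% = DMSO wells with 35 nM protein and 100% = DMSO wells with 750 nM protein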
DDE Tn7 FP inh: inhibitors of Tn7 peptide binding to human fibrin DD(E). inhibition, % at 8.3 µM. AID 720508. P02675. 370,000 compounds, 0.13% hits. FP displacement of FITC-Tn7 peptide from fibrin DD(E); 0% = median of compound wells per plate;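 active = inhibition above the mean of compounds falling within the control limits plus 3 SD of them, cut at about 14% in these data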;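 note: 0% = plate median of compound wells and 100% = 10 µM Aha-Tn7 peptide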
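Test system: human clot-derived fibrin DD(E) complex / Quantity: 2 µM final DD(E) protein / Incubation: 10 min plus 3 h, room temperature / Measured by: fluorescence polarization / Benchmarks: high control of 10 µM Aha-Tn7 peptide / Replicates: singlicate testing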
* = called active by the depositor; i = inactive; / = no result given. Rows were taken by chance. Share with any hit: about 4.5%.

SMILES	proKLK7 act	ARFGAP1 inhibitor	HGIII-sPLA2 inh	UHRF1 binding	PLCg1 inh	PLCb3 inh	ASAP1 inh	DDE Tn6 FP inh	Rev-erbA mod	DDE Tn7 FP inh
O=c1[nH]cnc2cc(Cl)ccc12	0.5	-3	7	8	-2	-6	7	9	-6	0
NS(=O)(=O)c1ccc(NC(=O)COC(=O)C2CCCCC2)cc1	0.2	-9	-12	1	-1	-3	11	-2	3	-8
c1ccc(NCc2cccc3ccccc23)nc1	1.0	-2	1	6	3	-6	-7	6	2	-5
CCOc1ccc(S(=O)(=O)NCCC(=O)OCC(=O)Nc2cc(C)on2)cc1	-0.1	-4	6	1	0	-9	-4	-3	0	5
COc1ccc2[nH]c3c(c2c1)CCN1C(=O)C(CC(=O)NC(C)(C)C)C[C@H](C(=O)N2CCCCC2)[C@@]31CCc1ccccc1 (some centres undefined)	-0.3	3	-7	2	3	2	-15	4	4	9
C=CCn1c(O)c(N=NC(=S)Nc2ccccc2C)c2cc(S(=O)(=O)N3CCOCC3)ccc21	-1.1	10	10	-3	3	1	-3	0	1	6
CC(=O)COc1cc(C)cc2oc(=O)c(C)c(C)c12	5.3	-3	4	-5	-67	-89	-2	-4	1	-1
O=C(NCc1ccccn1)Nc1ccc(Cl)cc1Cl	-0.5	6	-8	-3	3	-4	-6	-7	1	2
Cc1ccc(F)cc1NC(=O)Nc1cc(C(C)(C)C)nn1C	0.3	-9	-2	-2	-2	-2	-3	-1	2	4
CC(=O)Oc1cc(OC(C)=O)c2c(C)cc(=O)oc2c1	50*	8	4	-2	i	i	0	2	1	-4
COc1ccc2c(c1)CCc1c(C(=O)N(C)c3ccccc3)noc1-2	0.7	0	-8	-1	-1	-9	-7	6	-2	9
COc1cc(C2c3[nH]c4ccccc4c3C[C@H]3C(=O)N(CCO)CC(=O)N23)cc(OC)c1OC (some centres undefined)	0.5	-4	-2	0	1	-7	-8	10	-3	-1
CC1CCN(S(=O)(=O)c2cccc(C(=O)N(C)C3(C)CCS(=O)(=O)C3)c2)CC1 (centres undefined)	0.2	3	-4	-3	2	-3	-13	-3	-6	2
CCNC(=O)/C(=C/c1ccco1)NC(=O)/C=C/c1ccccc1	-0.4	-6	-3	15	-9	-11	11	7	4	8
CCc1nnc(NC(=O)CSc2nncc(=O)n2N)s1	-0.5	-3	6	-1	0	-4	11	-2	-3	-2
CC(=O)N1c2ccc(S(=O)(=O)N3CCC(C(=O)N4CCN(c5ccc(Cl)cc5)CC4)CC3)cc2CC1C (centres undefined)	0.6	8	-12	1	3	-4	9	-4	-9	2
COc1ccc2c(=O)c3c(=O)n(-c4ccccc4)c(-c4ccc(C)cc4)nc3oc2c1	-0.6	9	2	11	-1	-9	-1	2	7	-1
NS(=O)(=O)c1ccc(CNC(=O)/C=C/c2ccccc2[N+](=O)[O-])cc1	-0.5	13	3	-1	-1	-5	-1	4	-1	-8
COc1cccc(C2=NOC(C(=O)N3CCOCC3)C2)c1 (centres undefined)	0.2	0	-9	-3	1	3	-4	-14	-4	-3
O=C(CCC(=O)Nc1ccc(F)cc1)N/N=C/c1cccc(Br)c1	0.4	10	-6	2	0	-8	9	-6	6	-5
NC1=C(O)C(=O)C(c2ccccc2)O1 (centres undefined)	0.0	3	-4	-1	-6	-14	-8	2	-6	-3
CCOc1ccccc1NC(=O)c1ccc(S(=O)(=O)N(C)c2ccccc2)cc1	0.2	9	15	0	-1	-6	-2	-3	-4	4
CSc1nnnn1-c1ccc(C(=O)OCC(=O)N2CCOCC2)cc1	0.0	2	3	-2	2	3	-6	-7	1	-5
Cc1cc2[nH]c(=O)c3ccccc3n2n1	-24	-2	0	0	-13	-18	7	12	-2	-3
CNCc1cc(Br)c(OCC(=O)Nc2ccccc2OC)c(OC)c1	-0.5	8	1	2	0	0	6	-4	6	-1
N=C(c1ccc([N+](=O)[O-])cc1)N1CCCCC1	0.0	3	0	-3	1	-1	-7	4	-4	-1
Cc1ccc(S(=O)(=O)CCC(=O)Nc2nnc(-c3ccco3)o2)cc1	0.5	2	10	1	6	-7	-3	-3	4	0
CC(OC(=O)c1ccc2c(=O)n3c(nc2c1)CCCCC3)C(=O)Nc1ncc(Cl)cc1Cl (centres undefined)	-0.2	-3	5	1	-1	-3	8	8	-7	3
Cc1cccc(C(=O)N[C@H](C(=O)Nc2nc3ccccc3[nH]2)C(C)C)c1	-0.1	7	0	0	6	2	11	2	-5	-3
COCCSc1ccccc1C(=O)N1CCN(c2ccccc2)CC1	0.0	12	3	2	0	-4	6	-6	-2	1
CC1(C)CC(N(Cc2cccs2)C(=O)c2ccco2)CCO1 (centres undefined)	0.2	-1	-4	1	-2	-1	7	-2	2	3
Nc1nnc(SCc2ccccc2)n1-c1ccccc1	0.4	14	9	-3	1	3	0	-1	-1	1
Brc1ccc(-c2csc(N3CCCCCC3)n2)cc1	-0.3	6	6	6	-1	-6	-5	-1	1	0
COc1ccc(CCC(=O)Nc2ccc(C)c(S(=O)(=O)N(C)C)c2)cc1OC	-0.4	3	0	1	5	1	1	4	1	1
Cc1ccc(OCc2cc(C(=O)N(C)CCc3ccccn3)no2)cn1	-0.3	13	2	2	2	-3	0	-7	6	-4
O=S(=O)(c1ccc(F)cc1)N1CCN(S(=O)(=O)c2cc(F)ccc2F)CC1	-0.1	2	-2	2	-1	-4	-1	9	-2	-1

3 entries from above in another layout.
SMILES,proKLK7 act,ARFGAP1 inhibitor,HGIII-sPLA2 inh,UHRF1 binding,PLCg1 inh,PLCb3 inh,ASAP1 inh,DDE Tn6 FP inh,Rev-erbA mod,DDE Tn7 FP inh
COc1ccc(CCC(=O)Nc2ccc(C)c(S(=O)(=O)N(C)C)c2)cc1OC,-0.4,3,0,1,5,1,1,4,1,1
COCCSc1ccccc1C(=O)N1CCN(c2ccccc2)CC1,0.0,12,3,2,0,-4,6,-6,-2,1
Cc1ccc(S(=O)(=O)CCC(=O)Nc2nnc(-c3ccco3)o2)cc1,0.5,2,10,1,6,-7,-3,-3,4,0

(next part)
SMILES	proKLK7 act	ARFGAP1 inhibitor	HGIII-sPLA2 inh	UHRF1 binding	PLCg1 inh	PLCb3 inh	ASAP1 inh	DDE Tn6 FP inh	Rev-erbA mod	DDE Tn7 FP inh
c1ccc(C2CCC(N3CCNCC3)CC2)cc1 (centres undefined)	0.1	16	14	1	2	1	-1	-4	-1	0
Cc1ccc(C)c(COC(=O)c2cccc(S(=O)(=O)N3CCCC3)c2)c1	-0.2	-5	-23	0	0	4	2	-5	-4	-1
O=C(O)c1ccc(CN2C(=O)CSC2=S)cc1	-0.2	13	-37	10	-29	-39	12	-36	-2	-11
CN1CC(O)([C@H](Cc2ccccc2)NC(=O)OC(C)(C)C)OCC1C(=O)NCc1cccc2ccccc12 (some centres undefined)	/	/	-12	1	-1	-1	/	-8	8	3
S=C(NCc1ccco1)Nc1ccccn1	0.8	-6	4	-3	-1	-3	-1	1	-2	7
CCOC(=O)NC(Nc1ccc(S(N)(=O)=O)cc1)(C(=O)OCC)C(F)(F)F (centres undefined)	-0.6	-4	-2	1	-1	1	-19	0	-1	7
CCOc1ccc2nc(NC(=O)C3=NN(c4ccccc4)C(=O)CC3)sc2c1	-0.2	-1	-5	1	-7	-5	3	-1	-5	1
Cc1onc(-c2ccccc2)c1C(=O)NCc1cccs1	-0.2	-2	0	-1	3	0	6	-2	-1	-4
O=C(NCC(=O)N1CCN(c2ccc([N+](=O)[O-])cc2)CC1)c1ccco1	-0.2	-5	4	-7	0	4	-5	0	7	1
COc1c2ccc(C(=O)NCCCCc3ccccc3)cc2nn1C	-0.3	12	0	5	-128	-235	9	-4	-4	-3
O=C(N/N=C/c1ccncc1)c1nn(Cc2ccccc2)c(=O)c2ccccc12	0.3	10	3	5	0	-10	5	-7	-4	3
O=C(COC(=O)Cc1ccsc1)Nc1ccc(Cl)cc1F	0.1	4	-4	2	-2	1	-3	1	-2	-5
COc1ccccc1C(=O)NNC(=O)C(=O)Nc1ccc(C)cc1	0.1	-1	5	3	2	-4	-1	11	2	-1
CCOCCCNC(=O)C(NC(=O)CNC(C)=O)c1ccc(Cl)cc1 (centres undefined)	0.7	0	2	-1	0	5	2	2	-1	-5
CC(C)CC(=O)c1c[nH]c(C(=O)NCc2cccs2)c1	-0.5	-3	3	2	4	3	-10	9	2	-3
COc1ccccc1-n1nnnc1SCC(=O)Nc1ccccn1	0.2	11	6	2	1	-1	-3	2	1	2
CCN(CC)C(=O)CC[C@H]1CC[C@]2(CCCN(Cc3cccs3)C2)O1	-0.1	/	-2	-3	1	4	/	12	1	-6
COc1ccc(/C=C/C(=O)OCC(=O)c2c(C)[nH]c3ccccc23)cc1OC	-0.9	5	2	-1	-2	-4	4	6	2	-2
CC[C@@]12C(=O)N(c3ccccc3)C(=O)N1[C@H](c1cccc(C)c1)[C@@H]1C(=O)N(Cc3ccccc3)C(=O)[C@@H]12	0.6	14	-11	24*	4	4	8	-11	-2	-2
O=C(CSc1nnc2ccccn12)Nc1cccc(-c2nc3ccccc3s2)c1	0.7	11	5	0	-4	-2	-5	1	20	1
CC12CC3CC(C)(C1)CC(C(O)CN1CCOCC1)(C3)C2 (centres undefined)	0.2	-5	6	1	6	-6	6	-5	5	-9
O=C(c1cccc([N+](=O)[O-])c1)N1CCN(Cc2ccc3c(c2)OCO3)CC1	-0.1	-7	2	-3	2	0	-13	-3	-11	7
CCCN1CCc2c(sc(NC(=O)CCS(=O)(=O)c3ccccc3)c2C(N)=O)C1	-0.3	-1	-2	-2	-9	-20	-3	1	1	-6
O=C(NCCCN1CCCC1=O)c1cc(S(=O)(=O)N2CCOCC2)c(Cl)cc1Cl	0.0	6	-5	-1	4	0	13	-6	1	3
CCOc1ccc(CNS(=O)(=O)c2cccs2)cc1OCC	0.0	-3	0	-2	2	7	4	-3	11	5
Cc1sc2ncn3ncnc3c2c1C	-0.1	13	6	-3	0	-2	3	-5	2	-4
COc1ccc(Cl)cc1C(=O)NNC(=O)c1ccncc1	-0.1	1	5	0	3	-1	0	0	1	-4
CCOc1ccccc1/C=N/NC(=O)c1cc(C(C)C)[nH]n1	0.1	0	2	0	-4	-8	0	6	-4	9

A draw from above in order of heavy-atom count, smallest number first:
SMILES	proKLK7 act	ARFGAP1 inhibitor	HGIII-sPLA2 inh	UHRF1 binding	PLCg1 inh	PLCb3 inh	ASAP1 inh	DDE Tn6 FP inh	Rev-erbA mod	DDE Tn7 FP inh
O=C(CCC(=O)Nc1ccc(F)cc1)N/N=C/c1cccc(Br)c1	0.4	10	-6	2	0	-8	9	-6	6	-5
CCOC(=O)NC(Nc1ccc(S(N)(=O)=O)cc1)(C(=O)OCC)C(F)(F)F (centres undefined)	-0.6	-4	-2	1	-1	1	-19	0	-1	7
COc1ccc2[nH]c3c(c2c1)CCN1C(=O)C(CC(=O)NC(C)(C)C)C[C@H](C(=O)N2CCCCC2)[C@@]31CCc1ccccc1 (some centres undefined)	-0.3	3	-7	2	3	2	-15	4	4	9

From PubChem BioAssay
